GPT2 inhibitor = blocks human glutamate pyruvate transaminase 2; Q8TD30; Recombinant GPT2, coupled pyruvate oxidase/HRP Amplex Red fluorescence; Potency, µM (top dose mostly 57.7 µM), for the others: at the top dose activity change, negative = inhibition, usual class: inhibitors; 100,000 compounds, 0.25% hits; AID 1671188; further: potency means the concentration at half of the fitted maximal effect; nearly all actives have a fitted effect of over 60% in size; many of its hits are not listed in these tables
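Inhibition is scored from Amplex Red fluorescence generated when pyruvate oxidase and HRP act on pyruvate released by GPT2. Reactions contain 10ng/uL enzyme, 250uM a-KG and 2mM L-alanine and run 30 min at room temperature.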
3T3 cytotox = cytotoxic compounds in NIH 3T3 cells; NIH 3T3 viability, CellTiter-Glo ATP luminescence, 48-72 h; Potency, µM (doses to about 96.7 µM), for the others: top-dose activity change, negative = cytotoxicity, hits mostly inhibitors; 94,000 compounds, 4.3% hits; AID 1345082; further: potency means the concentration at half of the fitted maximal effect; nearly all actives have a fitted effect of over 55% in size
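Mouse fibroblast NIH 3T3 cells, 400 per well, received compound via pintool and were incubated for 48 or 72 hr prior to CellTiter-Glo ATP luminescence measurement.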
HEK293 viab = cell viability loss counter-screen | AID 1671193 | HEK-293-SNCA-luc viability, GF-AFC fluorescence, 24 h | 150,000 compounds, 0.12% hits | Potency, µM (titrated, usually from 57.1 µM), without a hit: at the highest dose activity change, negative = cytotoxicity, most hits filed as cytotoxic;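 further: potency means the concentration at half of the fitted maximal effect; 0% = DMSO-treated cells and -100% = medium-only wells without cells; nearly all actives have a fitted effect of over 30% in size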
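Cytotoxicity counterscreen: after 24 h compound treatment of genome-edited SNCA-luciferase HEK-293 cells, live-cell protease substrate GF-AFC read by fluorescence after 30 min; activity scaled between DMSO (0%) and medium-only (-100%), curves Hill-fitted.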
HEK293 tox = kills HEK 293 cells; 94,000 compounds, 6.6% hits; HEK 293 viability, ATP luminescence (CellTiter-Glo), 48-72 h; Potency, µM (highest dose often 115 µM), inactives show at the highest dose activity change, negative = cytotoxicity, usual class: inhibitors; AID 1345083; further: potency means the concentration at half of the fitted maximal effect; nearly all actives have a fitted effect of over 60% in size
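Viability of HEK 293 cells, plated at 250 cells/well, was judged by cellular ATP after compound treatment for 48 or 72 hr. Luminescence was imaged 10 min after CellTiter-Glo addition at room temperature.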
SNCA expr inh = SNCA gene expression inhibition | Potency, µM (top dose mostly 57.2 µM), without a hit: at the highest dose activity change, negative = inhibition, actives largely listed as inhibitors | HEK-293 SNCA-luciferase knock-in, luminescence, 24 h | 140,000 compounds, 0.17% hits | AID 1671194;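 further: potency means the concentration at half of the fitted maximal effect; plate controls were DMSO cells for no effect and cell-free wells for full effect; nearly all actives have a fitted effect of over 45% in size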
FLuc inh = inhibitors of firefly (Photinus pyralis) luciferase | purified P. pyralis luciferase, luminescence, biochemical | 76,000 compounds, 2.5% hits | Potency, µM (doses to about 115 µM), for the others: at the top dose activity change, negative = inhibition, most hits filed as inhibitors | P08659; further: potency means the concentration at half of the fitted maximal effect; nearly all actives have a fitted effect of over 65% in size
Target sequence (P08659 whole entry, looked up): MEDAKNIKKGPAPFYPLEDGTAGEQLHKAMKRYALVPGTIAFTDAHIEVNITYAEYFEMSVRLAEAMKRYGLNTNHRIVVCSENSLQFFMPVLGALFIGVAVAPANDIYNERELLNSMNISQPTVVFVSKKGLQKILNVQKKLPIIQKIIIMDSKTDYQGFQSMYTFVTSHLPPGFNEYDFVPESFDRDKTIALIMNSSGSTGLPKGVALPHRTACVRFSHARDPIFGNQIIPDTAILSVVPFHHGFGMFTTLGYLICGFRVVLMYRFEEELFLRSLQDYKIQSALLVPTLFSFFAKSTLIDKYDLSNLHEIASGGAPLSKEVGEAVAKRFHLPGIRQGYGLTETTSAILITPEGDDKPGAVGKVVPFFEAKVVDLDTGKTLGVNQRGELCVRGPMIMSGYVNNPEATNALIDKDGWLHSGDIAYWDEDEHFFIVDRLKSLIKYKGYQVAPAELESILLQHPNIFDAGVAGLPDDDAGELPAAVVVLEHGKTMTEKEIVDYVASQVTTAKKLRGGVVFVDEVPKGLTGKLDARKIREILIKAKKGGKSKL
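Luminescence read by CCD imaging after purified firefly luciferase (10nM final) was added to substrate buffer holding 10uM D-luciferin and 10uM ATP, pH 7.5, pre-dosed with compound.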
IP6K1 inh = IP6K1 kinase inhibition. Q92551. IP6K1 kinase, ADP-Glo luminescence, 2 h; stronger effect = lower value. activity change, % (series mostly up to about 58 µM). 140,000 compounds, 0.81% hits; in the data active means activity change below about -25%
Target sequence (Q92551 whole entry, looked up): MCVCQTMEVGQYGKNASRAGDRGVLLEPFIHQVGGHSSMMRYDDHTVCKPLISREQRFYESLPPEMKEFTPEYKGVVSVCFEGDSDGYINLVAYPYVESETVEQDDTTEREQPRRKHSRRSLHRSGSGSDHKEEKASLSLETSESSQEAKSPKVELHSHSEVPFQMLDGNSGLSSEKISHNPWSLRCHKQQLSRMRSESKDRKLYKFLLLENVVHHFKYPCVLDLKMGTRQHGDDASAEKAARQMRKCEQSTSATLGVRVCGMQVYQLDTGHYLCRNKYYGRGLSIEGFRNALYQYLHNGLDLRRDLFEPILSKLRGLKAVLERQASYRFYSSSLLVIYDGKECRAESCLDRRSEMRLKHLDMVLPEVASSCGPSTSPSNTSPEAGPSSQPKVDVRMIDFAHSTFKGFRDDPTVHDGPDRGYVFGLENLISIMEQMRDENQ
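ADP-Glo luminescence measures ADP made by human IP6K1 during a 2 h RT reaction with ATP/IP6 (mix at 1.3 mM/130 uM); top library doses 57.5 and 19.1 uM final.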
* = called active by the depositor; i = inactive; ? = inconclusive; . = no result given; & = joins results of further samples; [ ] = another dose, or the depositor's remark. Unless noted, the call rests on the fitted dose curve; in most records, active means well fitted curve in the direction sought with a large enough effect; inconclusive means small, poorly fitted or top-dose-only effect, or another doubt; inactive means no such curve, though single readings can be large; an effect the other way counts as inactive or inconclusive. Unless noted, on the % scale 0 is the no-effect control and ±100 the full control effect. Rows were taken by chance; any-hit rate near 7.7%.

SMILES	GPT2 inhibitor	3T3 cytotox	HEK293 viab	HEK293 tox	SNCA expr inh	FLuc inh	IP6K1 inh
O=C(Cn1nc2c(cc1=O)CCCC2)Nc1ccc(F)c(F)c1F	i	i	-4.0%	2.5%	12.1%	0.5%	8.3
COc1ccccc1CN1CCN(C(=O)C2CCCN(Cc3cccnc3)CCC(=O)NCC2)CC1 (centres undefined)	i	-26.8%	?	-18.3%	41.3%[activator]	3.6%	12.9
COc1ccc2[nH]c(=O)c(CCC(=O)NCCc3ccccn3)cc2c1	i	i	4.6%	11.8%	43.5%[activator]	5.5%	27.8
O=C(NCCc1ccccn1)[C@@H]1CCCN1c1ccnc2ccnn12	.	?	.	-1.5%	.	.	-5.3
O=C(NC1CCCC1)c1ccc(OC2CCN(C(=O)C3CCCO3)CC2)c(Cl)c1 (centres undefined)	i	?	8.8%	?	7.9%	-0.2%	-1.2
Cc1nc2c(-c3ccccc3)c(C)nn2c(C)c1CCC(=O)NC(C)c1ccccc1 (centres undefined)	.	.	7.8%	.	-17.2%	.	-0.9
CCCCN(CCC(=O)NCCc1ccccc1)C(=O)c1cc(C)oc1C	i	35.5µM*	?	14.1µM*	-9.7%	-21.8%	-11.5
CN1CCN(Cc2ccc(-c3cnc4[nH]cc(-c5ccc6[nH]ccc6c5)c4c3)cc2)CC1	?	.	-30.1%	.	.	.	-46.6*
COc1cccc(N2CCN(C(=O)c3cnc4c(-c5ccccc5)c(C)nn4c3C)CC2)c1	.	.	2.1%	.	10.3%	.	11.6
CCOc1ccc(NC(=O)c2sc3nc4n(c(=O)c3c2C)CCCC4)cc1	.	.	-0.2%	.	22.8%	.	-13.3
Cc1cc(C)n(-c2nc(C)c(C)c(=O)n2CC(=O)Nc2ccc([N+](=O)[O-])cc2)n1	.	.	-21.3%	.	-6.3%	.	13.1
CN(C)c1cc(N2CCCC(NC(=O)Cc3ccc(F)cc3)C2)ncn1 (centres undefined)	i	-3.7%	5.4%	-9.0%	-30.0%	1.2%	10.9
O=C(c1ccc2[nH]ccc2c1)N1CC[C@@H]2COCCN(Cc3cccnc3)[C@@H]2C1	i	2.2%	7.4%	9.1%	-17.5%	-2.0%	-8.7
Cc1sc2ncn(CC(=O)N3CCN(c4ccccc4)CC3)c(=O)c2c1S(=O)(=O)N1CCN(c2ncccn2)CC1	.	.	-17.2%	.	9.6%	.	-22.3
O=C1NCCCCCCN(S(=O)(=O)Cc2ccccc2F)[C@H]2CCC[C@@H]12	i	2.6%	1.7%	1.3%	34.2%[activator]	7.6%	-9.2
CN(Cc1ccccc1C(F)(F)F)S(=O)(=O)c1cccc(C(F)(F)F)c1	-1.9%	?	11.9%	?	-5.4%	0.0%	-1.4
COC1CCN(c2cccc(-c3cc(NC(C)=O)nc(-n4nc(C)cc4C)n3)n2)CC1	i	.	-24.7%	.	.	.	20.1
O=C(CN1C(=O)C2(CCNCC2)Nc2ccccc21)NC1CCCCCC1	-4.2%	i	?	-5.6%	-4.2%	-2.6%	6.2
O=C1COCC2(CN1Cc1cccc(OC(F)(F)F)c1)CN(C(=O)c1cccs1)C2	3.9%[88.5 µM]	-10.0%[138 µM]	2.1%[87.6 µM]	?	9.4%[87.6 µM]	0.2%[172 µM]	7.5
O=C(NCCNC(=O)c1ccccc1F)c1ccc(-c2cccc(C(F)(F)F)c2)cc1	.	2.3%&-13.8%	.	3.8%&-17.7%	.	.	-5.8&18.0
COc1ccc(C(=O)N2CCC(N3C(=O)c4c(c(C)nn4-c4ccccc4)C3C)CC2)cc1 (centres undefined)	.	?	.	?	.	.	3.1
O=C(NCc1cccs1)c1ccc(CSc2nc3ccncc3n2Cc2cccc(F)c2)cc1	.	.	?	.	-11.7%	.	-2.4
NCCCNc1ccc(Nc2nccc(Nc3cc(C4CC4)[nH]n3)n2)cc1	?	.	?	.	.	.	-7.6
Fc1ccc(CN2CCNc3cnc(-c4ccccc4)cc3C2)cc1F	-3.1%[88.5 µM]	79.4µM*	?	?	?	1.3%[172 µM]	-7.6
COc1cccc(-c2cc(-c3c(C)noc3C)cc3c2C(=O)N(C)C3=O)c1OC	-3.0%[88.5 µM]	-28.6%[138 µM]	-10.6%[87.6 µM]	?	41.0%[activator][87.6 µM]	10.0%[172 µM]	7.8
O=C(c1ccc(C(F)(F)F)cc1)N1CCCC(C(=O)N2CCCC(c3nc4ncccc4[nH]3)C2)C1 (centres undefined)	?	?	2.1%	?	1.7%	.	10.2
COC(=O)c1cn([C@H]2CO[C@H]3[C@@H]2OC[C@@H]3NC(=O)COc2ccccc2)nn1	i	-4.8%[138 µM]	-2.6%[87.6 µM]	2.3%[172 µM]	13.1%[87.6 µM]	-6.9%[172 µM]	6.7
Cc1ccc(S(=O)(=O)N(CC(=O)Nc2ccc3c(c2)OCO3)c2ccc(C)c(Cl)c2)cc1	.	.	?	.	-20.5%	.	3.9
C=C1C[C@]23C[C@H]1CC[C@H]2[C@@]1(C)CCC[C@@]2(C)C(=O)O[C@@H]([C@@H]3O)[C@@H]12	i	.	5.2%	.	.	.	-9.2
Cc1ccc(-n2cccc2CC(=O)NC2CCCCC2)cc1	2.3%	?	-3.3%	?	3.9%	-0.2%	6.4
CC(C)(O)CCc1ccc(C(=O)N2CCC(c3cccc(O)c3)CC2)cc1	-6.1%[11.5 µM]	-28.3%	0.2%	?	4.8%	-18.7%	18.9
Cc1cccc([S+](=O)([O-])N2CCC3(CC2)OCCN(Cc2ccccc2)C3=O)c1	0.2%[88.5 µM]	?	-1.1%[87.6 µM]	-27.8%[172 µM]	2.4%[87.6 µM]	-12.6%[172 µM]	-2.0
COc1cccc(CC(=O)N2CCn3c(nnc3[C@@H]3C[C@@H](O)CN3C(C)C)C2)c1	2.4%	-9.6%	12.8%[12.5 µM]	i	?	-5.9%	-8.7
Cn1cccc1C(=O)N1CCC2(CC1)C(=O)NCN2Cc1ccc(Cl)cc1	i	?	-3.9%	?	-2.5%	0.1%	8.7
Cc1cc(C)cc(NC(=O)C2CCN(S(=O)(=O)c3ccc4c(c3)oc(=O)n4C)CC2)c1	.	.	-13.4%	.	-7.5%	.	-2.7
CCCOc1nccnc1NC1CCN(C(=O)c2cccs2)CC1	-8.5%	3.9%	-14.9%	?	-8.8%	14.3%	-2.0
O=C(c1ccccc1)N1CCCC2(C1)C(=NC1CCCC1)NC(=O)N2c1cccnc1 (centres undefined)	i	-3.1%	15.7%	-2.6%	?	.	-7.1
Cn1cc(CN2C[C@H](C(=O)Nc3ccncn3)C[C@H]2c2cccc(C(F)(F)F)c2)cn1	-7.0%[88.5 µM]	?	-3.8%[87.6 µM]	?	1.9%[87.6 µM]	5.6%[172 µM]	-2.6
COc1ccc(NC(=O)c2c(NCc3ccc(C)o3)sc3c2CCCCC3)c(OC)c1	.	.	-1.9%	.	?	.	-15.0
COCc1cc(C[C@@H]2CC[C@H](O)[C@@H](CNC3CCN(C(C)=O)CC3)O2)no1	-4.6%[88.5 µM]	-18.1%[174 µM]	6.0%[87.6 µM]	-15.8%[172 µM]	-6.6%[87.6 µM]	-3.7%[172 µM]	6.8

Of the compounds above, six have a thiophene ring, fused or not.
SMILES	GPT2 inhibitor	3T3 cytotox	HEK293 viab	HEK293 tox	SNCA expr inh	FLuc inh	IP6K1 inh
CCOc1ccc(NC(=O)c2sc3nc4n(c(=O)c3c2C)CCCC4)cc1	.	.	-0.2%	.	22.8%	.	-13.3
Cc1sc2ncn(CC(=O)N3CCN(c4ccccc4)CC3)c(=O)c2c1S(=O)(=O)N1CCN(c2ncccn2)CC1	.	.	-17.2%	.	9.6%	.	-22.3
O=C1COCC2(CN1Cc1cccc(OC(F)(F)F)c1)CN(C(=O)c1cccs1)C2	3.9%[88.5 µM]	-10.0%[138 µM]	2.1%[87.6 µM]	?	9.4%[87.6 µM]	0.2%[172 µM]	7.5
O=C(NCc1cccs1)c1ccc(CSc2nc3ccncc3n2Cc2cccc(F)c2)cc1	.	.	?	.	-11.7%	.	-2.4
CCCOc1nccnc1NC1CCN(C(=O)c2cccs2)CC1	-8.5%	3.9%	-14.9%	?	-8.8%	14.3%	-2.0
COc1ccc(NC(=O)c2c(NCc3ccc(C)o3)sc3c2CCCCC3)c(OC)c1	.	.	-1.9%	.	?	.	-15.0

Following part:
SMILES	GPT2 inhibitor	3T3 cytotox	HEK293 viab	HEK293 tox	SNCA expr inh	FLuc inh	IP6K1 inh
O=C(NCc1cccs1)c1ccc2nnc(-c3ccc(OC(F)(F)F)cc3)n2c1	i	?	-4.8%	?	-12.5%	.	-3.1
O=C1Nc2cc(Cl)ccc2Oc2cc(Oc3ccccc3)ccc21	.	.	-10.1%	.	7.4%	.	3.0
O=C(c1ccccc1)c1cn(Cc2ccc(F)cc2)c2ccccc2c1=O	.	.	-15.8%	.	?	.	-5.3
CNC(=O)c1ccc(CN2CCCC(CCc3ccccc3C(F)(F)F)C2)o1 (centres undefined)	2.5%	?	-5.1%	?	-25.8%	9.6%	17.1
O=C(NCCCc1ccccc1)c1nc2cccnc2n(C2CC2)c1=O	i	-21.5%	-9.2%	-9.6%	-4.2%	.	12.3
COc1ccc(-c2noc(-c3ccc(NCC4CCCO4)c([N+](=O)[O-])c3)n2)cc1 (centres undefined)	.	.	5.2%	.	-0.9%	.	0.4
Cc1ccc(C)c(NC(=O)N(C)CCc2c(C)nn(C)c2C)c1	.	.	0.3%	.	14.0%	.	17.1
COc1cc2[nH]c(=O)n(CCCC(=O)N(C)Cc3ccccc3)c(=O)c2cc1OC	.	.	-1.9%	.	-22.6%	.	9.0
COc1ccccc1CNC(=O)c1c(O)nc2cc(C)ccn2c1=O	.	.	5.3%	.	-22.3%	.	-1.8
CN(Cc1ccccc1)C(=O)C[C@@H]1O[C@H](CNC(=O)c2ccno2)[C@@H](O)[C@H]1O	i	-31.0%[174 µM]	5.2%[87.6 µM]	-0.3%[172 µM]	24.6%[87.6 µM]	-7.6%[172 µM]	-12.1
CCCCOc1ccc(CNC(=O)c2ccc(-c3nc(CN4CCc5ccccc54)c(C)o3)cc2)cc1	.	.	-0.8%	.	20.3%	.	26.3
Cc1c(NC(=O)c2cccs2)cccc1-c1nc2cc(Cl)ccc2o1	.	.	2.7%	.	65.4%[activator]	.	1.1

Full records from above. Values in the order: GPT2 inhibitor	3T3 cytotox	HEK293 viab	HEK293 tox	SNCA expr inh	FLuc inh	IP6K1 inh
Cc1c(NC(=O)c2cccs2)cccc1-c1nc2cc(Cl)ccc2o1 reads .	.	2.7%	.	65.4%[activator]	.	1.1
CCCCOc1ccc(CNC(=O)c2ccc(-c3nc(CN4CCc5ccccc54)c(C)o3)cc2)cc1 reads .	.	-0.8%	.	20.3%	.	26.3

Screens as filed in PubChem.
